FBW7 act: activators of human E3 ligase FBW7. normalized activity (activation), % at 26.1 µM. AlphaScreen FBW7–phospho-cyclin E peptide binding, activator screen. AID 1259310. Q969H0. 650,000 compounds, 0.13% hits; in the data active = normalized activity above about 1.9%;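 also: purified mutant Fbw7 with reduced substrate affinity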
Target sequence (Q969H0 whole entry, looked up): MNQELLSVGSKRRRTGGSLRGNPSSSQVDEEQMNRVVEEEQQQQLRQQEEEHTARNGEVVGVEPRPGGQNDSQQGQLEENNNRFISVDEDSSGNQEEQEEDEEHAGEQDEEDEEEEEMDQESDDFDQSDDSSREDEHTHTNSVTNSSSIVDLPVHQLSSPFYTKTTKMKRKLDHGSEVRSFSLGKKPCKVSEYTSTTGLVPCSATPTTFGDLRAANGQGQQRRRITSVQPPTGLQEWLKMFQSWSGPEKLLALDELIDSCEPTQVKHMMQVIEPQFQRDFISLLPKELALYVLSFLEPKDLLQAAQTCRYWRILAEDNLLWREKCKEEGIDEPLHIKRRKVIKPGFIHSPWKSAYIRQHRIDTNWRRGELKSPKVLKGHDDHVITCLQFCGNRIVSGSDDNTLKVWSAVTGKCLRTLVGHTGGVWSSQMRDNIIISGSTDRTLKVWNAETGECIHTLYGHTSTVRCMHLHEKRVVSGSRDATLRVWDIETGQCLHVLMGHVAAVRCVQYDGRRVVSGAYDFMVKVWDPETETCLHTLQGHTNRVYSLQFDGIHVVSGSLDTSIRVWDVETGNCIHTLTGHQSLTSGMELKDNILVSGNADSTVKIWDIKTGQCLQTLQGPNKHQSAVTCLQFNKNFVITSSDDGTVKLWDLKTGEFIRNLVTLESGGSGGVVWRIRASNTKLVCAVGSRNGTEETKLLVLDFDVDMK
GPR151 activ: activates the human receptor GPR151. Q8TDV0. PathHunter beta-arrestin GPR151 cells, luminescence. activation, % at 11.2 µM. 650,000 compounds, 1% hits. AID 1508602; in the data active = activation above about 4.9%;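 also: 0% = median of compound wells and 100% = cells with positive control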
MITF primary: human MITF inhibition, primary screen; inhibition, % at 2.6 µM; AID 1259374; AlphaScreen MITF homodimerization, bead proximity signal; 650,000 compounds, 0.91% hits; O75030; in the data active = inhibition above about 50%;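 also: 0% = vehicle wells with protein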
TEAD-YAP block: TEAD-YAP interaction inhibition. HEK-TIYL cells, TEAD-Gal4/YAP UAS-luciferase luminescence. inhibition, % at 9.12 µM. 640,000 compounds, 1.4% hits. AID 1259422; in the data active = inhibition above about 32%;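 also: 0% = median of test compound wells and 100% = reference inhibitor wells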
Starred values were filed as active, the others as inactive.

Every second line gives: FBW7 act	GPR151 activ	TEAD-YAP block	MITF primary
> C=CCOc1ccc(/C=c2\sc3ncnn3c2=O)cc1OC
  -0.2	-1.3	-6	-16
> COCCn1c(C)cc2c(c1=O)C(c1ccc(C(F)(F)F)cc1)C(C(=O)OC)=C(N)O2 (stereo not given)
  -0.1	-0.5	-4	-22
> CN1CCN(CCCN(Cc2ccco2)C(=S)Nc2ccccc2Cl)CC1
  -0.4	-0.3	3	-12
> CCN1CCN(C(=O)CCCCCn2c(=O)[nH]c3cc(C(=O)OC)ccc3c2=O)CC1
  -0.1	0.1	10	3
> COc1ccccc1/C=C1/N=C(c2cc([N+](=O)[O-])ccc2OC)OC1=O
  0.1	-0.2	0	-4
> COc1cc(C(=O)c2ccccc2)c(OC)cc1C(=O)Nc1cccc(O)c1
  0.0	0.1	5	6
> CCCCn1nc(C(=O)NNC(=O)Nc2ccc([N+](=O)[O-])cc2)c2ccccc2c1=O
  0.4	-1.1	6	-2
> COc1ccccc1CC(=O)N1CCC(Cc2ccccc2)CC1
  0.0	-2.9	-7	-6
> Cc1cccc(NC(=O)c2cc(S(=O)(=O)N3CCC(Cc4ccccc4)CC3)ccc2F)c1C
  0.1	-0.6	6	25
> COc1ccccc1OCC(=O)Nc1cc(C)ccc1NC(=O)COc1ccccc1
  -0.1	-1.4	11	-5
> COc1ccc(NC(=O)Cn2c(-c3nonc3N)nc3ccccc32)cc1OC
  0.3	-1.1	4	3
> CCCCOc1ccc(C(=O)Nc2c3c(nn2-c2ccc(Cl)cc2)CS(=O)(=O)C3)cc1
  0.1	1.9	-4	-3
> COc1ccc(-c2nc(-c3ccc(NC(=O)c4ccc(C)c([N+](=O)[O-])c4)cc3)no2)cc1OC
  0.1	-0.1	-2	-1
> CC(Oc1ccccc1)C(=O)Nc1cccc(Cl)c1 (stereo not given)
  1.2	-3.1	-10	11
> Cc1ccc2[nH]c3c(c2c1)CCNC31CCN(C(=O)Nc2c(C)noc2C)CC1
  0.1	0.2	-4	1
> COc1ccc(CCNC(=O)c2csc(-c3ccc(OC)nc3)n2)cc1
  0.2	-0.1	10	-8
> CN1CCN(C(=O)c2ccc(-c3nc4ccc(C(=O)NCCCN5CCCC5=O)cc4s3)cc2)CC1
  -0.1	-1.4	-7	-10
> Cc1ccc(NC(=O)c2ccc(N(CCO)CCO)c([N+](=O)[O-])c2)cc1Cl
  -0.1	0.9	-28	-5
> Cc1ccc(C(=O)c2oc3ccccc3c2N)cc1
  0.0	0.9	-66	10
> Cc1cccc(NC(=O)NCCc2ccc3c(c2)CCCN3C)c1
  -0.1	-0.7	6	15

2 of these compounds in another layout.
Cc1ccc(C(=O)c2oc3ccccc3c2N)cc1
  FBW7 act = 0.0	GPR151 activ = 0.9	TEAD-YAP block = -66	MITF primary = 10

COCCn1c(C)cc2c(c1=O)C(c1ccc(C(F)(F)F)cc1)C(C(=O)OC)=C(N)O2 (stereo not given)
  FBW7 act = -0.1	GPR151 activ = -0.5	TEAD-YAP block = -4	MITF primary = -22

Next section.
Every second line gives: FBW7 act	GPR151 activ	TEAD-YAP block	MITF primary
> COc1ccc(CCNC(=O)C(=O)NCc2cccnc2)cc1
  0.1	0.1	4	-17
> COc1cc(/C=c2\sc3nc4ccccc4n3c2=O)ccc1OCC#N
  1.1	-0.2	-36	10
> COc1cccc(CN2CCNC(=O)C2CC(=O)N(C)CCN2CCOCC2)c1OC (stereo not given)
  0.1	-0.6	20	3
> O=C(NCCc1ccc(Cl)cc1)c1ccc(=O)[nH]c1
  -0.2	2.5	7	-7
> COc1ccc(CCNC(=O)c2ccnc(Nc3ccncc3)c2)cc1
  0.0	4.5	-7	-6
> N=C(N)SCCON1C(=O)c2ccccc2C1=O
  0.2	0.6	-3	11
> Oc1ccccc1/C=N/Nc1cc(N2CCOCC2)nc(N2CCOCC2)n1
  0.0	1.0	-7	13
> O=C(CCCCCn1c(SCc2ccc([N+](=O)[O-])cc2)nc2ccsc2c1=O)NCCc1ccccc1
  0.0	0.2	-15	-12
> CCCNC(=O)CCc1nc(-c2ccc(OC)cc2)no1
  0.2	1.4	2	10
> Cc1c(C(=O)Nc2ccc(Cl)cc2)cccc1[N+](=O)[O-]
  -0.1	-0.9	-36	6
> CN1CCN(S(=O)(=O)c2ccc(Cl)c(Cl)c2Cl)CC1
  0.5	-0.4	-3	11
> CCOc1ccc(S(=O)(=O)N(C)CC(=O)O)cc1Cl
  0.1	1.4	4	18
> COc1cc(C#N)ccc1OCC(=O)Nc1cc(Cl)ccc1C
  0.0	-0.3	13	-3
> C/C(CC(=O)Nc1ccccc1C)=N\NC(=O)C(=O)NCCO
  0.0	-0.1	3	-2
> COc1ccc(C(=O)Nc2cc3nn(-c4ccc(OC)cc4)nc3cc2C)cc1
  0.1	-1.2	-2	4
> COc1ccc(-c2ocnc2C(=O)NCc2c(C)cccc2Cl)cc1OC
  0.3	0.9	-7	11
> COc1ccc(NC(=O)N2CCC(c3nc(-c4cccnc4)n[nH]3)CC2)cc1
  -0.1	-0.5	6	-4
> O=C(Nc1cccc(-c2nc3cc(Cl)ccc3o2)c1)c1ccc([N+](=O)[O-])cc1
  -0.1	-0.2	1	-1
> O=C1C2=C(C(c3ccccc3)=NCCN2)C(c2ccccc2[N+](=O)[O-])N1c1ccccc1 (stereo not given)
  0.6	1.7	-17	-3
> COc1cc(-c2cc(N)n(S(=O)(=O)c3ccc(F)cc3)n2)cc(OC)c1OC
  0.1	0.1	3	14
> CCCCn1c(NCCO)nc2ccccc21
  0.3	-0.7	4	8
> COc1cc(NC(=O)NCCN2CCN(c3ccc(Cl)cc3)CC2)ccc1C
  -0.3	1.4	3	10
> CCCc1cc(C(N)=O)c(NC(=O)c2ccoc2C)s1
  0.0	3.0	-4	-5
> COc1cc(CNc2ncc(-c3ccc(F)cc3)n2C)cc(OC)c1O
  -0.3	-0.1	0	45
> CCOc1ccc(CC(=O)Nc2cccc(-c3ccc(OC)nn3)c2)cc1
  0.0	-0.2	0	13
> CSc1ccccc1NC(=O)c1cc(-c2ccc(Cl)cc2)nc2ccccc12
  0.2	1.0	7	-1
> Cc1ccc(C)c(C(=O)CCC(=O)NNC(=O)c2cc(C)oc2C)c1
  -0.2	-0.3	1	13
> O=C1CCN(C(=O)CCCSc2nc3ccccc3[nH]2)CC1
  0.6	0.3	4	8
> Cc1cccc(OCC(=O)NC2CCCCCC2)c1
  0.0	0.1	-23	-3
> O=C(Nc1ccccn1)NC12CC3CC(C1)CC(c1ccc([N+](=O)[O-])cc1)(C3)C2
  0.0	1.9	-14	-2
> COc1cccc(C2C(C#N)=C(N)Oc3n[nH]c(-c4cccs4)c32)c1 (stereo not given)
  -0.1	0.1	0	3
> Cc1cc(C)nc(NC(=O)CSc2nn(C)c(=S)s2)n1
  0.0	-0.1	-8	10
> CCCN1CCC(NC2CCCc3c2[nH]c2ccc([N+](=O)[O-])cc32)CC1 (stereo not given)
  -0.4	2.6	9	3
> Cc1ccccc1OS(=O)(=O)c1cn(C)c(=O)n(C)c1=O
  -0.1	-1.8	5	5
> O=C(NCCCN1CCCC1)c1ccc2c(c1)NC(=O)c1ccccc1N2
  0.3	-0.3	-12	17
> CC1(C)CC2CC(C)(CN2C(=O)CN2C(=O)NC3(CCOc4ccccc43)C2=O)C1 (stereo not given)
  -0.1	-1.4	-8	-6
> Cc1nc2ccccc2c(=O)n1NCc1ccccc1Br
  0.0	4.3	-7	8
> CCc1nc2ccccc2n1CC(=O)NN
  0.0	0.2	13	13
> COC(=O)C1=C(C)Nc2nnnn2C1c1ccc(OC)cc1 (stereo not given)
  0.8	-0.9	4	8
> CSc1ccccc1NC(=S)Nc1cc(S(=O)(=O)N(C)C)ccc1C
  -0.1	-0.1	-2	-3

Entries from the list above with a cyano group (three):
Every second line gives: FBW7 act	GPR151 activ	TEAD-YAP block	MITF primary
> COc1cc(/C=c2\sc3nc4ccccc4n3c2=O)ccc1OCC#N
  1.1	-0.2	-36	10
> COc1cc(C#N)ccc1OCC(=O)Nc1cc(Cl)ccc1C
  0.0	-0.3	13	-3
> COc1cccc(C2C(C#N)=C(N)Oc3n[nH]c(-c4cccs4)c32)c1 (stereo not given)
  -0.1	0.1	0	3

Next part.
Every second line gives: FBW7 act	GPR151 activ	TEAD-YAP block	MITF primary
> Cc1ccc(NC(=O)c2onc(C)c2Cl)cc1
  0.1	0.5	-43	-5
> COc1ccc(C(=O)c2oc3ccccc3c2NC(=O)c2ccco2)cc1Cl
  0.1	-0.4	5	12
> COc1ccc(NC(=S)N(Cc2ccccc2)Cc2ccccc2)cc1
  -0.1	1.2	3	1
> CCN(CC)C(=S)Nc1ccc([N+](=O)[O-])cc1
  -0.1	-0.6	0	-3
> Cc1ccc(NC(=O)CCNS(=O)(=O)c2ccc3c(c2)oc(=O)n3C)cc1
  0.2	0.3	9	18
> O=C(Cn1c(=O)oc2ccccc21)NCc1cccc(Cl)c1
  -0.2	0.3	-11	-14
> O=C([C@@H]1C[C@H](Sc2ccc(F)cc2)CN1Cc1ccc(F)c(F)c1)N1CCOCC1
  0.0	-0.4	-6	-4
> COc1ccc(CCNc2nc(-c3ccc(C(=O)N4CCN(C)CC4)cc3)nc3c2ncn3-c2ccccc2)cc1
  -0.1	-2.5	41*	8
> CCN(CC)c1nc(C)nc2sc(C(=O)Nc3cc(C)on3)c(C)c12
  -0.1	-2.3	2	-3
> CCCC(=O)c1ccc(N2CCN(C(=O)CCC)CC2)c(F)c1
  0.0	-1.4	19	11
> COc1cc(C2C(C(=O)OC(C)C)=C(C)NC3=C2C(=O)CC(C)(C)C3)c([N+](=O)[O-])cc1OC (stereo not given)
  -0.1	0.1	5	2
> COC(=O)c1ccccc1NC(=O)COc1ccc(S(=O)(=O)NC(C)C)cc1
  0.1	-0.6	-19	-12
> CCOC(=O)Nc1cc(C)nn1-c1nc2c(c(=O)[nH]1)CCC2
  0.0	-2.1	4	7
> Cc1cc(C)cc(C(=O)Oc2coc(CSc3nc(C)cs3)cc2=O)c1
  0.2	1.0	-3	1
> Cc1cc(C)cc(OCC(=O)Nc2ccccc2C)c1
  -0.1	-0.9	-4	-3
> Cc1ccc(N)cc1S(=O)(=O)Nc1cccc(C(F)(F)F)c1
  -0.2	1.5	-1	-7
> CC(C)n1c(Nc2cccnc2)nc2c(NCc3nc4ccccc4[nH]3)ncnc21
  0.1	-1.8	-8	12
> Cc1ccccc1N(CC(=O)NCc1ccco1)C(=O)CN1C(=O)COc2ccccc21
  -0.4	-0.7	-5	-6
> O=C(NNC(=O)C(O)c1ccccc1)NC1CCCCC1 (stereo not given)
  -0.1	-1.1	4	-2
> Cc1nc(O)c(C(c2ccccc2F)C(C#N)C#N)[nH]1 (stereo not given)
  0.2	-0.9	10	5
> CC(=O)Nc1ccc(N/C=C/C(=O)C(C)(C)C)cc1
  -0.3	-0.7	-15	-2
> CN(C)CCOc1cc(-c2cn[nH]c2)ccc1NC(=O)C(O)c1ccc(Br)cc1 (stereo not given)
  0.2	-1.2	-13	5

Seven compounds out of the list, sorted by SMILES length, rising:
Every second line gives: FBW7 act	GPR151 activ	TEAD-YAP block	MITF primary
> O=C(NNC(=O)C(O)c1ccccc1)NC1CCCCC1 (stereo not given)
  -0.1	-1.1	4	-2
> CCCC(=O)c1ccc(N2CCN(C(=O)CCC)CC2)c(F)c1
  0.0	-1.4	19	11
> CCN(CC)c1nc(C)nc2sc(C(=O)Nc3cc(C)on3)c(C)c12
  -0.1	-2.3	2	-3
> Cc1ccc(NC(=O)CCNS(=O)(=O)c2ccc3c(c2)oc(=O)n3C)cc1
  0.2	0.3	9	18
> CN(C)CCOc1cc(-c2cn[nH]c2)ccc1NC(=O)C(O)c1ccc(Br)cc1 (stereo not given)
  0.2	-1.2	-13	5
> O=C([C@@H]1C[C@H](Sc2ccc(F)cc2)CN1Cc1ccc(F)c(F)c1)N1CCOCC1
  0.0	-0.4	-6	-4
> COc1ccc(CCNc2nc(-c3ccc(C(=O)N4CCN(C)CC4)cc3)nc3c2ncn3-c2ccccc2)cc1
  -0.1	-2.5	41*	8

Assay outcomes deposited in PubChem by The Scripps Research Institute Molecular Screening Center.

Compounds as they come, and some 3.4% of all compounds hit somewhere here.
